# HTR2A ag – activates the mouse 5-HT2A serotonin receptor; hit rate 0.66% among 360,000; activation, % at 7.6 µM; AID 624169; CHO-K1 mHTR2A beta-arrestin complementation, luminescence; percent of 30 µM serotonin response;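 active = activation above a run cutoff, the mean activation of all tested compounds plus 3 SD, cut at about 14% in these data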;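 also: 0% = plate median of compound wells and 100% = 30 µM serotonin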
# iPSC survival up – hiPSC single-cell survival enhancement | ATPlite luminescence; 100% = ROCK inhibitor wells, 0% = DMSO | hit rate 0.044% among 360,000 | survival enhancement, % at 20 µM; in the data active = survival enhancement above about 18%;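 also: cells exposed to compounds for 16 hours before the ATP read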
# CaV13 FRET inh – Disruptors of the CACNA1D IQ motif to Ca2+-dependent inactivation inhibitor domain association, primary screening, Förster resonance energy transfer in intact living … | AID 743397 | inhibition, % at 12.3 µM | HEK cells, CFP/YFP FRET ICDI-IQ, plate reader, 10 min; percent FRET-ratio fall versus neutral wells | hit rate 0.098% among 340,000;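 active = mean replicate inhibition of at least 30% and at least 1% of replicates passing that level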;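 also: 0% = median of the neutral control wells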
# Cardio protect – protects H9c2 cardiomyocytes from peroxide injury. H2O2 injury protection, ATPLite, 2 h. protection from H2O2 cell death, % at 20 µM. hit rate 0.63% among 360,000;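 active = compounds giving at least 50% protection of heart cells from peroxide-induced death in the single-dose screen, raw or plate-pattern-corrected value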;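 also: 0% = DMSO wells with peroxide and 100% = DMSO wells without peroxide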
# aDG glyco up – alpha-DG glycosylation activation; AID 624168; activation, % at 10 µM; Pro5-aDG cells, alpha-DG glycosylation AlphaScreen (IIH6); 0% Pro5, 100% B10-LARGE cell signal; hit rate 0.22% among 360,000;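 active = activation of at least 8% versus controls, or a plate z-score of at least 8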;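 also: Pro5 are CHO cells carrying HIG-tagged alpha-DG that lacks glycosylation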
# N-glyco inh – blocks N-linked glycosylation in D54 reporter cells; D54 ERlucT glycosylation luciferase reporter, 24 h; percent of 100 nM tunicamycin response; hit rate 0.23% among 360,000; reporter increase, % at 12.5 µM; AID 588692;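 active = mean luciferase reporter signal, scaled so untreated is 0 and the glycosylation-blocking control 100, at or above a set limit in every replicate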;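 also: luciferase carries N-glycosylation sites so blocking glycosylation raises the light; 0% = median of neutral control wells and 100% = median of 100 nM tunicamycin wells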
# ABCB6 inh 2 – blocks the human ABCB6 transporter. K562-ABCB6 porphyrin accumulation, flow cytometry, 1 h; active compounds read low. AID 602162. Q9NP58. fluorescence ratio to DMSO, % at 10 µM. hit rate 0.19% among 360,000;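 active = fluorescence ratio to DMSO below 75%, the collection mean minus 3 SD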;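 also: signal is porphyrin accumulated inside mitochondria; 100% equals median channel fluorescence of DMSO control wells; lower ratio means ABCB6 inhibition with less porphyrin fluorescence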
# Target sequence (Q9NP58 whole entry, looked up): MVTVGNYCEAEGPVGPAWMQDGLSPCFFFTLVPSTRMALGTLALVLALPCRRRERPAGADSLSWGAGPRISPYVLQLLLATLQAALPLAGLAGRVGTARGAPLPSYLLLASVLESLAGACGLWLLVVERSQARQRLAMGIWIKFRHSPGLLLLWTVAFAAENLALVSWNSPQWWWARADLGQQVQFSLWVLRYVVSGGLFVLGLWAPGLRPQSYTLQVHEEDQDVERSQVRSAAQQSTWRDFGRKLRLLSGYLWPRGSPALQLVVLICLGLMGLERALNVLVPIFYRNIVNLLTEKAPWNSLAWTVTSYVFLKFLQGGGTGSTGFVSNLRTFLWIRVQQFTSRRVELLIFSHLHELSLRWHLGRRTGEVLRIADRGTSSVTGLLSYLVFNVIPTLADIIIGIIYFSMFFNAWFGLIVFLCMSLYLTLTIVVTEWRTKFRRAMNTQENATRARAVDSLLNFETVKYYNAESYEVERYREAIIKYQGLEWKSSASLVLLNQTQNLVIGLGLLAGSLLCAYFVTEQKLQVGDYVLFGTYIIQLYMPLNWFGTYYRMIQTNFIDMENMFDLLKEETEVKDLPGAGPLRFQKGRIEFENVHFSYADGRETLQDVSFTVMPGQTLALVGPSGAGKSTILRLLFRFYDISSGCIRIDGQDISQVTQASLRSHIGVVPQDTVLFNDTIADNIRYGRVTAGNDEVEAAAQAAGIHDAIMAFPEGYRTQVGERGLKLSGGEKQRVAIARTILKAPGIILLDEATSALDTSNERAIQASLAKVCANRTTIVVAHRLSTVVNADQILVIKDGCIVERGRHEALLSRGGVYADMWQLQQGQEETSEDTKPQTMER
# Granule exo inh – blocks lytic granule exocytosis | hit rate 0.66% among 360,000 | TALL-104 LAMP-1 surface exposure, flow cytometry; cells stimulated with thapsigargin and PMA | inhibition, % at 10 µM | AID 651702;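 active = inhibition above about 55%, limit read from the data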
# PDI turbidity – blocks human protein disulfide isomerase activity | PDI insulin aggregation turbidity, A650, 90 min | hit rate 0.052% among 350,000 | P07237 | inhibition, % at 10 µM;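 active = mean inhibition across replicates of 30% or more, whatever share of single replicates reach that level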;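 also: absorbance from insulin aggregation driven by PDI reduction with DTT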
# Vif inh – blocks HIV Vif function; HEK293T cells, Vif self-association by quenched fluorescence, imaging, 24 h; AID 602346; inhibition, % at 7.49 µM; hit rate 0.35% among 340,000; in the data active = inhibition above about 50%, passing the limit was not always enough; also: some results filed as inactive read as strong as hits
# The depositor's hits bear a star; x = not tested or not shown. Not a hit list. Share with any hit: about 3.1%.
# Fields – CaV13 FRET inh	ABCB6 inh 2	HTR2A ag	N-glyco inh	iPSC survival up	aDG glyco up	Vif inh	PDI turbidity	Cardio protect	Granule exo inh
Cc1nn(CC(=O)Nc2ccccc2C(F)(F)F)c(=O)c2cccn12
 : -1.7	102.0	2.1	0.5	0.5	-0.1	4.2	-2.2	8.2	4.0
O=C1COc2ccc(C(=O)COC(=O)c3ccc(Cl)cc3[N+](=O)[O-])cc2N1
 : -1.3	98.0	3.4	-1.7	-0.2	0.9	0.2	3.7	8.3	-6.5
Cc1ccc(S(=O)(=O)N2CCC(C(=O)OCCOc3cccc(C)c3)CC2)cc1
 : -5.9	95.0	-12.5	1.3	-0.4	-0.2	10.7	7.3	-14.1	1.5
CCOC(=O)c1cc(-c2nnc(-c3cc(OC)c(OC)c(OC)c3)o2)c(C)nc1C
 : x	88.0	-2.0	-3.1	-2.3	-0.2	-4.8	4.7	119.2*	1.0
Cc1cccnc1NC(=O)c1ccc(OCC2CCCO2)cc1 (stereo unspecified)
 : -5.9	96.0	8.1	1.6	-0.7	-0.1	2.6	-58.3	-4.8	8.5
O=C(CN1C(=O)c2ccccc2S1(=O)=O)Nc1ccon1
 : -2.3	98.0	1.2	2.3	-0.2	0.0	7.1	15.0	6.9	2.6
O=C(CN1CCN(c2ccccn2)CC1)Nc1ccc(Oc2ccccc2)cc1
 : x	91.0	33.5*	-2.5	-1.3	0.4	-5.9	8.0	-1.7	-4.7
Cc1ccnc(SCCn2c(Br)nc3c2c(=O)[nH]c(=O)n3C)n1
 : -6.3	116.0	-0.7	1.2	3.0	1.2	3.6	-13.1	4.0	3.7
Cc1c(CC(=O)O)c(=O)oc2c(C)c(OCc3nn[nH]n3)ccc12
 : 1.5	491.0	0.3	-0.6	0.9	0.1	12.3	-6.3	-0.5	1.6
COc1cccc(C(=O)CSc2nnc(CNS(C)(=O)=O)n2-c2ccc(C)cc2)c1
 : -0.1	88.0	4.9	1.2	2.2	-0.2	0.8	-2.6	7.0	-0.3
CC(C)[C@H](NC(=O)c1ccccc1)C(=O)OCC(=O)N1CC2(C)CC1CC(C)(C)C2 (stereo partly specified)
 : -2.7	236.0	-0.4	0.9	0.3	0.1	5.7	3.4	6.2	-2.2
COCCN(CC1CCCN(C2Cc3ccccc3C2)C1)C(=O)CCSC (stereo unspecified)
 : -3.3	100.0	-3.2	3.4	0.6	0.0	4.3	-11.3	-2.5	-4.3
Cc1cc2cc(CCNC(=O)c3ccc(C)c([N+](=O)[O-])c3)c(=O)[nH]c2cc1C
 : -9.5	93.0	4.2	-3.8	5.7	-0.4	-6.4	-6.5	20.4	-1.5
COc1ccc2oc(C(=O)OCC(=O)N(C)C3CCS(=O)(=O)C3)c(C)c2c1 (stereo unspecified)
 : -5.8	95.0	3.7	1.8	0.9	0.0	2.2	-3.3	-4.3	6.0
Cn1c(=O)c2c(ncn2CC(=O)Nc2nc3ccc(F)cc3s2)n(C)c1=O
 : x	101.0	-3.1	-0.2	2.8	0.0	3.5	-2.0	-4.2	-1.5
COc1ccc(OC)c(C2=NS(=O)(=O)N(C)C(C(=O)NCc3ccco3)=C2)c1
 : -2.5	98.0	1.7	0.7	0.9	0.2	-4.0	-1.6	-1.9	-1.8
COc1ccccc1N1CCN(/N=C/c2cccc(OC)c2O)CC1
 : -3.8	99.0	5.2	-1.3	0.9	-0.3	21.2	8.1	-5.3	-1.1
Cc1ccc(C=Nc2cc([N+](=O)[O-])ccc2C)s1
 : -6.0	96.0	2.6	2.4	3.0	0.4	0.6	-6.1	5.4	0.7
CCc1ccc(NC(=O)C2CCCN2C(=O)NC2CCCCC2)cc1 (stereo unspecified)
 : -3.1	94.0	1.2	1.4	-0.4	0.0	0.9	-2.7	0.5	-0.5
Cc1cc(N2CCOCC2)nc(NCc2ccccc2)n1
 : -9.7	89.0	-9.8	-0.6	-2.9	1.5	5.8	-9.5	-13.8	3.9
O=C(Nc1ccccc1N1CCCCC1)c1cccc(F)c1
 : -5.5	95.0	-4.9	0.2	4.1	0.0	9.9	-1.9	-9.6	-5.6
O=C(NCCN1CCN(c2ccccc2)CC1)Nc1ccc(Cl)cc1
 : -3.4	95.0	-17.9	-3.0	-0.2	0.1	-4.8	-9.0	-3.8	1.9
O=C(NCc1ccc(Cl)cc1)N1CCN(Cc2ccccc2)CC1
 : -2.6	100.0	34.9*	-8.3	-0.1	1.5	-5.3	-4.0	3.6	-1.3
CCc1nnc(NC(=O)c2cc(OC)c(OC)cc2[N+](=O)[O-])s1
 : -6.7	90.0	1.9	3.5	-1.0	-0.2	11.0	5.7	2.1	-5.0
COc1ccc(N(CC(O)CN2C(=O)NC(C)(C)C2=O)S(=O)(=O)c2ccccc2)cc1 (stereo unspecified)
 : -5.7	102.0	-8.6	-0.9	0.8	-0.1	-2.2	2.1	5.9	-1.8
COc1cc(OC)cc(C(=O)NC(C)c2cnn(-c3ccccc3C)c2C)c1 (stereo unspecified)
 : -17.3	99.0	-4.0	-0.7	-0.2	0.2	3.0	15.1	-3.8	8.4
O=C(CSc1ccccc1C(=O)N1CCN(c2ccc([N+](=O)[O-])cc2)CC1)N1CCCC1
 : -5.0	96.0	-0.1	-1.6	0.0	0.3	-26.9	0.9	-4.1	-1.2
COc1ccc(-c2nnn(CC(=O)N(C3CCCC3)C(C)C(=O)NC3CCCC3)n2)cc1OC (stereo unspecified)
 : -5.0	103.0	-1.9	-1.3	1.0	0.0	-4.7	0.1	0.5	-1.0
Cn1c2c(c3ccccc31)CCN=C2c1ccccc1
 : -3.9	99.0	-2.7	2.8	-2.0	-0.1	x	2.8	2.9	17.5
O=C(N/N=C/c1ccc(O)cc1O)C(=O)N/N=C/c1ccc(O)cc1O
 : -5.6	96.0	-1.4	2.5	-0.6	0.0	62.4*	2.9	49.6	-6.9

# Sorted by count of non-hydrogen atoms (smallest number first): 6 of the compounds above.
# Fields – CaV13 FRET inh	ABCB6 inh 2	HTR2A ag	N-glyco inh	iPSC survival up	aDG glyco up	Vif inh	PDI turbidity	Cardio protect	Granule exo inh
O=C(Nc1ccccc1N1CCCCC1)c1cccc(F)c1
 : -5.5	95.0	-4.9	0.2	4.1	0.0	9.9	-1.9	-9.6	-5.6
O=C(NCc1ccc(Cl)cc1)N1CCN(Cc2ccccc2)CC1
 : -2.6	100.0	34.9*	-8.3	-0.1	1.5	-5.3	-4.0	3.6	-1.3
O=C(NCCN1CCN(c2ccccc2)CC1)Nc1ccc(Cl)cc1
 : -3.4	95.0	-17.9	-3.0	-0.2	0.1	-4.8	-9.0	-3.8	1.9
COc1cc(OC)cc(C(=O)NC(C)c2cnn(-c3ccccc3C)c2C)c1 (stereo unspecified)
 : -17.3	99.0	-4.0	-0.7	-0.2	0.2	3.0	15.1	-3.8	8.4
COc1ccc(N(CC(O)CN2C(=O)NC(C)(C)C2=O)S(=O)(=O)c2ccccc2)cc1 (stereo unspecified)
 : -5.7	102.0	-8.6	-0.9	0.8	-0.1	-2.2	2.1	5.9	-1.8
COc1ccc(-c2nnn(CC(=O)N(C3CCCC3)C(C)C(=O)NC3CCCC3)n2)cc1OC (stereo unspecified)
 : -5.0	103.0	-1.9	-1.3	1.0	0.0	-4.7	0.1	0.5	-1.0

# More compounds
# Fields – CaV13 FRET inh	ABCB6 inh 2	HTR2A ag	N-glyco inh	iPSC survival up	aDG glyco up	Vif inh	PDI turbidity	Cardio protect	Granule exo inh
Cc1ccc(C(CNC(=O)c2ccc(Br)o2)N2CCN(C)CC2)cc1 (stereo unspecified)
 : -5.7	97.0	-7.0	-1.6	0.1	-0.1	x	-11.5	3.9	1.6
O=C(NCc1ccccc1)c1cccc(NC(=O)C2CCCC2)c1
 : -6.7	101.0	-8.2	-0.1	-0.1	0.1	x	-1.8	-0.8	-1.7
COc1ccc(/C=N/NC(=O)Cn2cnc3ccccc3c2=O)cc1OC
 : -2.8	98.0	-0.2	0.5	0.9	0.1	-8.3	-4.8	1.5	2.5
CC1CCCN(C(=S)NC2CCCC2)C1 (stereo unspecified)
 : -3.9	97.0	-1.9	0.9	3.4	0.0	-3.0	2.2	4.4	1.3
CCOC(=O)Nc1ccc2c(c1)C(=NNC(=S)NC)c1ccccc1-2
 : -3.0	95.0	-8.6	11.5	-4.0	-0.7	-4.4	-1.8	44.6	13.4
OC(CNC1CCCC1)COc1ccc(F)cc1 (stereo unspecified)
 : -1.1	101.0	-0.6	-1.4	-0.6	0.1	1.8	-5.0	5.1	42.6
COc1ccc(OC(=O)c2ccncc2)cc1
 : -8.4	98.0	6.6	-1.2	-3.5	-0.2	-0.1	-2.1	3.4	1.5
CCOC(=O)C1CCCN(S(=O)(=O)c2ccc3c(c2)N(C(C)=O)CCO3)C1 (stereo unspecified)
 : -2.7	100.0	5.7	-1.0	-0.1	-0.2	7.7	10.3	-6.5	-6.8
COc1ccc(CNc2nc3ccccc3n2CCN2CCCCC2)cc1
 : -4.2	101.0	-2.2	-0.9	-0.4	-0.4	3.9	1.0	-3.4	-1.4
CSCCC(NC(=O)c1ccccc1Br)C(=O)N1CCCCCCC1 (stereo unspecified)
 : -5.6	99.0	2.5	1.0	-0.4	0.1	1.9	1.6	-1.9	1.6
CC(C)(C)n1nnnc1C(c1ccnc2ccccc12)N1CCN(C/C=C/c2ccccc2)CC1 (stereo unspecified)
 : -5.5	94.0	-1.7	-3.2	0.7	0.1	-1.4	x	8.5	-2.0
O=c1c2sccc2nc(SCc2cc(=O)n3cc(Cl)ccc3n2)n1-c1ccc(F)cc1
 : -4.9	94.0	3.6	-2.5	0.6	-0.7	-0.2	2.8	2.9	-1.2
COc1cccc(C2(O)CCN(C(=O)c3cccs3)CC2)c1
 : -4.2	100.0	4.3	0.1	-2.2	-0.2	13.7	-15.4	9.9	-2.7
COc1ccc(-n2c(COc3ccc(C)cc3)nnc2SCc2ccc(C#N)cc2)cc1
 : x	96.0	-7.0	-6.7	-2.6	-0.1	-4.8	-3.9	-6.5	0.7
Cc1nn(CC(N)=O)c(=O)c2ccccc12
 : x	97.0	0.0	3.1	-0.4	0.0	-2.0	-1.0	-4.4	0.6
CN(C(=O)CSc1nncn1C)C1CCCN(Cc2ccccc2F)C1 (stereo unspecified)
 : -5.9	104.0	2.6	2.5	-0.3	0.1	1.8	8.6	2.3	0.3
O=C(COC(=O)C1CCN(S(=O)(=O)c2ccc3c(c2)OCCO3)CC1)NC1CCS(=O)(=O)C1 (stereo unspecified)
 : -9.0	95.0	0.7	2.3	-0.5	0.1	21.5	-1.1	-1.9	0.4
Brc1ccc(/C=N/Nc2ccccc2)cc1
 : -1.5	98.0	0.2	3.5	0.4	0.1	-3.2	-3.4	-6.7	-2.7
O=C1CCN(CCc2ccccc2)CCN1[C@H](CSc1ccccc1)c1ccccc1
 : -5.2	97.0	-5.7	-0.5	2.1	-0.1	1.9	8.0	-6.4	9.8
COc1ccc(C)cc1-n1c(-c2ccncc2)n[nH]c1=S
 : -5.2	86.0	-2.3	-1.5	1.5	-0.2	1.5	8.2	-7.4	-0.8
CC(=O)Nc1cc(C(=O)c2ccccc2)ccc1N1CCOCC1
 : -4.6	90.0	-1.8	2.0	-5.0	0.2	0.9	-3.4	0.5	-2.2
O=c1oc2ccccc2cc1NCc1ccccc1O
 : -1.4	93.0	-2.5	-0.6	2.6	0.1	-6.9	x	-46.0	-0.6
O=Cc1cc2ccccc2nc1SCCCF
 : -14.7	272.0	-3.3	6.9	0.2	-0.6	7.5	-7.1	-7.7	58.9*
